sEH inhibitor: inhibitors of human soluble epoxide hydrolase | recombinant human sEH enzymatic activity assay | inhibition, % at 2 µM | hit rate 0.34% among 91,000; in the data active = inhibition above about 80%; note: values of inactives mirror those of a sister screen read the other way; many of its hits are not listed in these tables
Target sequence (P34913 whole entry, looked up): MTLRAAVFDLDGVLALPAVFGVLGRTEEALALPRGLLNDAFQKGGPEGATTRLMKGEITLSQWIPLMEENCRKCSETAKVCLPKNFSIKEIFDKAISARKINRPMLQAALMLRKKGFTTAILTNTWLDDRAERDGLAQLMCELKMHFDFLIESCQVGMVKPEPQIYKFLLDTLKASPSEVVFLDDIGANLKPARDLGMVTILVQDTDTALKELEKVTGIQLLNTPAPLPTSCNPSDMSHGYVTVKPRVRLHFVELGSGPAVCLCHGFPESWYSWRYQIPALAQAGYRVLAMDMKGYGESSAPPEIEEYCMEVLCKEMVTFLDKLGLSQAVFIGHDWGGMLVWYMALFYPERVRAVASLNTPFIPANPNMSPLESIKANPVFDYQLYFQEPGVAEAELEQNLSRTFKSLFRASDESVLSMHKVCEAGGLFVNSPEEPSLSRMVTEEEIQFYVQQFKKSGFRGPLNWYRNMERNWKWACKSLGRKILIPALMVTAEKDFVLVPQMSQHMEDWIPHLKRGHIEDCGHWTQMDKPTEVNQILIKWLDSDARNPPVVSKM
ERa SRC1 pot: ER-alpha (human) coactivator binding potentiation. P03372. TR-FRET ERalpha-LBD/SRC-Cy5 coactivator binding, 2 h; 100 = basal binding, no effect. coactivator binding (% of control), % at 25.6 µM. hit rate 1.3% among 86,000. AID 639; in the data active = activity above about 200%;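 note: binding measured in presence of low estradiol as agonist stimulus; 0% = peptide alone without receptor and 100% = receptor with peptide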
CD11b adhes inh: CD11b/CD18-fibrinogen binding inhibition; P05107+P11215; K562 CD11b/CD18 adhesion to fibrinogen, ATPlite luminescence; Mn2+ added to activate the integrin; inhibition, % at 10 µM; hit rate 0.54% among 93,000; AID 1497;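 active = primary inhibition of 50% or more at 10 µM, then 40% or more on retest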; note: some results filed as inactive read as strong as hits
MT1-MMP txn act: activates MT1-MMP transcription; activation factor at 10 µM; HT1080 MT1-MMP promoter luciferase reporter, luminescence, overnight; hits give high values; hit rate 0.16% among 86,000;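 active = activation factor of at least 2 for MT1-MMP transcription at 10 µM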
Candida biofilm: kills Candida albicans biofilms | AID 834 | hit rate 0.14% among 85,000 | inhibition, % at 6 µM | C. albicans biofilm + clotrimazole, Alamar Blue;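 active = inhibition above 20%; inactive = inhibition below 20%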;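 note: preformed 24 hr biofilms exposed to compound for 48 hr; 0% = biofilm without compound and 100% = blank killed by clotrimazole plus chlorhexidine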
sEH activator: activators of human soluble epoxide hydrolase; P34913; purified human sEH enzymatic activity, activator screen; activation, % at 2 µM; hit rate 0.04% among 91,000; in the data active = activation above about 37%; note: values of inactives mirror those of a sister screen read the other way
CD11b adhes enh: increases human CD11b/CD18 adhesion to fibrinogen | AID 1499 | hit rate 0.07% among 93,000 | K562 CD11b/CD18 adhesion to fibrinogen, ATPlite luminescence | activation, % at 10 µM | P05107+P11215;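 active = 10 µM primary screen giving 50% or more activity, confirmed by 40% or more on retest at that dose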; note: strong numbers were not always called active; reference of the scale not given here
ERb SRC1 inh: blocks coactivator binding to human estrogen receptor beta | TR-FRET ER-beta LBD / SRC1-Cy5 peptide binding; receptor agonist-loaded with 1 µM estradiol | inhibition, % at 25.6 µM | hit rate 1.3% among 86,000 | AID 633;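 active = compounds whose percent inhibition of the receptor-coactivator binding signal exceeds about 50% in the single-dose screen, limit read from the data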;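 note: 0% = receptor plus peptide wells without compound and 100% = peptide-only wells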
Smad3 FoxH1 inh: blocks human Smad3 binding to FoxH1 peptide | P84022 | TR-FRET Smad3/Dy647-FoxH1 peptide binding, europium anti-His | inhibition, % at 25 µM | hit rate 0.29% among 88,000 | AID 630;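 active = compounds that reduce the energy-transfer binding signal between the protein and its labelled peptide by more than half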;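 note: 0% = Smad3 plus labelled peptide maximal FRET and 100% = peptide-only background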
Target sequence (P84022 whole entry, looked up): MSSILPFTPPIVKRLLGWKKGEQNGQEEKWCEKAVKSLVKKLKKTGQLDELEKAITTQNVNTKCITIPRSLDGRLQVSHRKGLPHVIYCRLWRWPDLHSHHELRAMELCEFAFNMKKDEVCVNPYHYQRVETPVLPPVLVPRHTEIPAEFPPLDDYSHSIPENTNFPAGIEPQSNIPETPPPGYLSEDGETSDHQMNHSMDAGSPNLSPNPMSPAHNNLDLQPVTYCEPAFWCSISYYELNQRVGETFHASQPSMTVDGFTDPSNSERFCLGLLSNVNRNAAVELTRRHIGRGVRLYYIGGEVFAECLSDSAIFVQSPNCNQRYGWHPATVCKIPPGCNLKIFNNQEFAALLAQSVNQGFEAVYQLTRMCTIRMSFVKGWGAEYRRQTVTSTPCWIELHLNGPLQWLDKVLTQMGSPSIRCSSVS
The depositor's hits bear a star; . = not tested or not shown; [ ] = dose if it differs, or a comment. Only part of the results is shown (hit frequency here may not be typical).

SMILES	sEH inhibitor	ERa SRC1 pot	CD11b adhes inh	MT1-MMP txn act	Candida biofilm	sEH activator	CD11b adhes enh	ERb SRC1 inh	Smad3 FoxH1 inh
CCc1ccccc1NC(=O)C1NC(=O)CC1c1ccccc1 (stereo unspecified)	-5	113	-5	.	5	4	-1	-4	-2
Cc1ccc(C(=O)Oc2ccccc2C(=O)N2CCOCC2)cc1	6	106	.	1	.	-1	.	1	-18
CN(C)c1ccnc(N(Cc2ccccc2)Cc2ccccc2)c1C#N	-10	115[fluorescence artefact?]	11	1.2	0	13	-4	-3	-16
CCOC(=O)Cn1c(CN2CCc3ccccc3C2)nc2c1c(=O)n(C)c(=O)n2C	.	93	-36	1.1	2	.	2	2	4
Cc1nc(-c2coc3cc(O)c(C)cc3c2=O)cs1	5	101	23	0.8	3	-5	-6	-2	1
Cc1ccc(C)n1-c1ccc(C(=O)O)cc1	-4	19	-3	1.1	3	1	6	46	29
COC(=O)[C@H](C)NC(=O)Nc1ccc(OC(F)(F)F)cc1	4	114	-8	1.2	6	-6	-1	2	6
Cc1ccc(CS(=O)(=O)Cc2ccc(C(=O)NCc3ccccn3)o2)cc1	-1	110	-10	1	1	0	2	3	-4
CC(C)OC(=O)NCN1C(=O)C2C3C=CC(C3)C2C1=O (stereo unspecified)	-4	138	4	1	7	4	0	-2	-8
Nn1c(SCC(=O)N2CCN(S(=O)(=O)c3ccccc3)CC2)nnc1-c1cccs1	-13	95	-8	1.2	6	11	0	-6	3[fluorescence artefact?]
COC(=O)c1ccc(CSc2nnc(NC(C)C)s2)cc1	-4	101	.	1	8	3	.	-7	17
COc1ccc(C)cc1NC(=O)Cn1cnc2sc(C)c(S(=O)(=O)N3CCOCC3)c2c1=O	-6	122	.	1	7	6	.	0	-4
CCc1ccccc1N(CC)C(=O)c1cn(C)c(=O)c2cc(OC)c(OC)cc12	.	83	-5	1	5	.	-5	2[fluorescence artefact?]	2
CCn1c(CSc2nc3ccccc3s2)nnc1SCC(=O)c1ccc(Cl)cc1	-16	.	25	.	.	17	-2	.	.
CC(C)=CCC/C(C)=C/CC/C(C)=N/O	2	110	-1	1.1	8	0	-2	-4[fluorescence artefact?]	18
COc1cc(OC)cc(C(=O)NC(=S)Nc2cccnc2)c1	4	.	25	.	.	-5	-1	.	.
Cc1cccc(-c2c3c(=O)n(C)c(=O)n(C)c3cn2-c2ccccc2O)c1	.	99	2	1.2	3	.	-3	-16	-4
Cc1cc2n(n1)C(c1ccsc1)Nc1ccccc1-2 (stereo unspecified)	-2	90	-21	1.2	0	3	3	14[fluorescence artefact?]	1
CCCCN(CC)CCCNC(=O)c1cc2cc3ccc(OC)cc3nc2o1	0	167	.	1.1	4	0	.	-10	14
COc1ccc(C(=O)O/N=C(\N)Cc2ccc(Cl)cc2)cc1OC	-1	.	0	.	.	4	5	.	.
Cc1ccc2cccc(NC(=O)c3ccc(Br)o3)c2n1	-7	100	10	1	-3	5	0	11	2
Nn1c(SCc2nc3ccccc3[nH]2)nnc1-c1cccnc1	.	87	-5	1.1	-1	.	2	-5	7
Cn1c(CN2CCCC2)nc2cc(NS(=O)(=O)c3ccccc3)ccc21	-10	97	-11	1.3	9	6	-3	17	2
CCOC(=O)COc1c(OC)cc(Cl)cc1C1Nc2ccccc2C(=O)N1c1ccccc1 (stereo unspecified)	-7	.	10	.	.	9	-1	.	.
COc1cc(-c2nc(S(=O)(=O)c3ccccc3)c(N3CCOCC3)o2)cc(OC)c1OC	16	107	-1	1	5	-14	2	-22	11
CSc1cccc(NC(=O)CN(C2CCCCC2)S(C)(=O)=O)c1	-4	129	-6	1.2	9	4	0	-8	2
CCOC(=O)Cn1nnnc1C(CC)N(Cc1cccs1)Cc1cc2ccc(OC)cc2[nH]c1=O (stereo unspecified)	-4	110	9	1.1	9	2	-3	4	-7
CCOC(=O)CN1CC23C=CC(O2)C(C(=O)Nc2ccc(OC)cc2OC)C3C1=O (stereo unspecified)	-5	88[fluorescence artefact?]	25	1.1	-13	4	1	0	-1
COc1ccc(CCC(=O)NC2=NCCS2)cc1OC	.	110[fluorescence artefact?]	-11	1.1	8	.	-4	-1	6
Cc1ccccc1-c1nc(CN2CCCC(C(=O)NCCCN3CCOCC3)C2)c(C)o1 (stereo unspecified)	14	105	.	1.1	2	-12	.	-9	-4
CC(=O)c1cccc(NC(=O)COc2ccc(S(=O)(=O)N3CCCCC3)cc2)c1	-8	117	4	1.2	-3	7	0	3	-13
O=C1c2nc3ccccn3c2C(=O)N1Cc1ccccc1	5	144[fluorescence artefact?]	-11	1.2	.	-6	7	16	-2
Cc1cc2c(c(=O)n1C)C(Cc1ccccc1)C(C#N)=C(N)O2 (stereo unspecified)	-16	83[fluorescence artefact?]	-21	1.1	7	14	2	11[fluorescence artefact?]	-8
CCc1nc(NCCN)c(C#N)c2c1CSC(C)(C)C2	6	93	-3	1.3	1	-7	1	-8	6
C/C(CC(=O)Nc1ccccc1C)=N\NC(=O)Cc1csc(N)n1	-1	.	-3	.	.	-2	4	.	.
C1=C(CCNc2ncnc3nc[nH]c23)CCCC1	.	97	44	1.4	12	.	-6	9	-6
CC(C)COc1ccc(CNC(=S)NCc2ccccc2)cc1	8	.	-2	.	.	-6	17	.	.
CCC(CC)c1nnc(NC(=O)c2ccc3ccccc3n2)s1	-8	106	-5	1.8	4	6	-1	-14	-8
c1ccc(-c2nc(N3CCCCCC3)nc(-n3ccnc3)n2)cc1	-4	73	.	1.1	7	2	.	-1	-5
c1ccc(-c2nc(NCc3cccnc3)c3ccccc3n2)cc1	-8	.	-2	.	.	9	-1	.	.
C=COCCn1c(=N)n(CCC)c2ccccc21	.	109	14	1.1	6	.	-2	-13	-5[fluorescence artefact?]
S=C(Nc1ccc2snnc2c1)N1CCN(c2ccccn2)CC1	8	.	-8	.	.	-8	-2	.	.
CCCCCCN=C(C)C1=C(O)C(C(=O)OC)C(C)(C)CC1=O (stereo unspecified)	-12	119	30	1.1	7	13	-4	8	-7
COc1ccc(N2CCN(CCCNC(=O)C3CCCN(S(=O)(=O)c4cnc[nH]4)C3)CC2)cc1 (stereo unspecified)	.	105	-3	1.3	19	.	-2	-14	10
COc1ccc(C2CC(C(F)(F)F)n3nc(C(N)=O)c(Cl)c3N2)cc1OC (stereo unspecified)	-3	143	-2	1.1	-2	2	-6	2[fluorescence artefact?]	-2
Cc1ccccc1Cn1nc(C)c(NC(=O)c2cc3nc(-c4ccco4)cc(C(F)(F)F)n3n2)c1C	-12	100[fluorescence artefact?]	5	0.9	4	13	-2	5[fluorescence artefact?]	9
CCOC(=O)c1c(N)sc(C(=O)N(C)C)c1CN1CCOCC1	1	.	7	.	.	-2	3	.	.
CCOc1c(Br)cc(CNc2ccc3c(c2)OCCO3)cc1OC	-1	.	29	.	.	3	-5	.	.
CN(C)CCCN1C(=O)C(=O)/C(=C(/O)c2ccncc2)C1c1cccc(Br)c1 (stereo unspecified)	11	.	-19	1.1	.	-10	-3	.	.
Oc1ccccc1-c1cc(-c2ccccc2)no1	5	.	-8	.	.	-3	-4	.	.
CCOC(=O)c1ccc(N2C(=O)CC(N3CCN(Cc4ccccc4)CC3)C2=O)cc1 (stereo unspecified)	-4	120	-7	1	6	4	-1	-5	1
COc1ccccc1CC(=O)NCCc1ccc(S(N)(=O)=O)cc1	4	107	.	1.1	2	1	.	-24	8[fluorescence artefact?]
CCOc1ccc(S(=O)(=O)Nc2ccccc2SC)c2cccnc12	-14	90[fluorescence artefact?]	.	1.2	7	16	.	20	1
CCCNS(=O)(=O)c1ccc(NC(=O)Cc2cccs2)cc1	8	111	.	1.3	10	-5	.	-1	7
O=C(CCS(=O)CCC(=O)NCc1ccccc1)NCc1ccccc1	.	101	-6	1	6	.	-3	1	-1[fluorescence artefact?]
CCC(=O)N1CCc2cc(S(=O)(=O)CCC(=O)NCCc3ccccc3)ccc21	46	105	7	1.1	2	-49	0	-7[fluorescence artefact?]	-6
COC(=O)c1ccc(C(c2c(N)n(Cc3ccccc3)c(=O)n(C)c2=O)N2CCOCC2)cc1 (stereo unspecified)	0	117[fluorescence artefact?]	18	1.1	3	-1	-4	1[fluorescence artefact?]	2
Cn1ccnc1C(=O)c1cc(=O)c2ccccc2o1	2	112	-3	1.6	4	-1	5	-7[fluorescence artefact?]	9
COC(=O)C1=C(N)c2ccccc2C1(C#N)c1ccccc1 (stereo unspecified)	-15	99	10	1.1	2	12	-2	-1[fluorescence artefact?]	10
CCCOP(=O)(OCCC)C(Nc1cccc(C(F)(F)F)c1)c1ccc(C)cc1 (stereo unspecified)	-16	.	5	.	.	14	1	.	.

Structures from the list above with bromine (three):
SMILES	sEH inhibitor	ERa SRC1 pot	CD11b adhes inh	MT1-MMP txn act	Candida biofilm	sEH activator	CD11b adhes enh	ERb SRC1 inh	Smad3 FoxH1 inh
Cc1ccc2cccc(NC(=O)c3ccc(Br)o3)c2n1	-7	100	10	1	-3	5	0	11	2
CCOc1c(Br)cc(CNc2ccc3c(c2)OCCO3)cc1OC	-1	.	29	.	.	3	-5	.	.
CN(C)CCCN1C(=O)C(=O)/C(=C(/O)c2ccncc2)C1c1cccc(Br)c1 (stereo unspecified)	11	.	-19	1.1	.	-10	-3	.	.

Further structures follow:
SMILES	sEH inhibitor	ERa SRC1 pot	CD11b adhes inh	MT1-MMP txn act	Candida biofilm	sEH activator	CD11b adhes enh	ERb SRC1 inh	Smad3 FoxH1 inh
CCOC(=O)C(Oc1ccc(=O)[nH]n1)C(C)=O (stereo unspecified)	-10	123	8	1.1	4	12	2	6[fluorescence artefact?]	-6
c1ccc(C2COC(c3cccs3)=N2)cc1 (stereo unspecified)	-1	113	-6	1.5	5	0	1	-10	-2
CCCCn1c(=NC(=O)c2ccco2)c(C(=O)OCC)cc2c(=O)n3ccccc3nc21	-14	110	-6	1.2	7	15	-3	5	2
S=C(Nc1cccc2ccccc12)N1CCN(c2ncccn2)CC1	-5	.	-3	.	.	4	-3	.	.
CCOC(=O)N1CCC(NC(=O)Cn2c3ccccc3c3cn[nH]c(=O)c32)CC1	.	82	2	0.9	-2	.	44	-11	2
CCN(CCO)c1ncnc2c1sc1nc(C(C)C)c3c(c12)CC(C)(C)OC3	-1	.	15	.	.	-1	-8	.	.
COn1c(SCc2ccc(Cl)cc2)nc2ccccc2c1=O	13	95	.	1.1	4	-12	.	-4	2
NC1=NC(=Nc2ccccc2)c2ccccc21	-2	103	-14	1	8	1	-4	-2	23[fluorescence artefact?]
O=C(NCCO)c1cc2ccccc2c(=O)s1	-8	123	-3	1.2	5	8	-1	2[fluorescence artefact?]	-13
CCN(C(=O)COC(=O)c1cc2ccccc2cc1O)C1CCS(=O)(=O)C1 (stereo unspecified)	11	99	.	0.9	3	-8	.	28	2
Cc1ccc(Sc2ncccc2COC(=O)Nc2c(C)cccc2C)cc1	-2	.	-7	.	.	2	-3	.	.
Cc1ccc(C(C)C)c(OCCN2C(=O)NC(C)(C)C2=O)c1	10	93	-1	1.2	1	-8	-1	2	10[fluorescence artefact?]
N#CC(C(=O)c1ccco1)c1ccccn1 (stereo unspecified)	-4	116	-23	1.3	8	7	3	-3	3
O=C(Nc1ccccc1C(=O)O)c1cncc(Br)c1	-8	77[fluorescence artefact?]	-17	1	-3	7	-2	-3	-6
COCCNC(=O)Cn1cc2c(n1)CCCCC2	.	99	-34	1	8	.	0	-6	-7
Nc1ccc2oc(-c3cc(Br)ccc3Cl)nc2c1	-5	101[fluorescence artefact?]	-17	0.5	-2	7	-1	6	-8
COc1nc2ccc(C)cc2cc1-c1noc(-c2cccnc2)n1	14	241*[fluorescence artefact?]	-33	1	-2	-9	74	22[fluorescence artefact?]	12[fluorescence artefact?]
O=C(CN1CCOCC1)NC1C2CC3CC(C2)CC1C3 (stereo unspecified)	8	104	15	.	3	-5	6	31[fluorescence artefact?]	-8
Cc1ccc(Oc2ccc(NC(=O)Cn3ccsc3=N)cc2)cc1	1	.	21	.	.	-3	-4	.	.

Screening data from PubChem BioAssay.
